# Screening data deposited in PubChem by National Center for Advancing Translational Sciences (NCATS).
# SMN2 splice up – SMN2 splice variant enhancement. Potency, µM (highest dose often 46.1 µM), for the others: top-dose activity change, positive = activation, usual class: activators. HEK293 SMN2-luciferase splicing reporter, luminescence, 30-36 h. hit rate 2.8% among 210,000. AID 1458; further: potency means the concentration at half of the fitted maximal effect; % of control where 0% means no effect; nearly all actives have a fitted effect of over 55% in size
#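 HEK293 cells carry an SMN2 […]–luciferase reporter in which exon 7 inclusion puts luciferase in frame. Cells were plated 10-12 h before compound addition, then incubated 30-36 h at 37C. ONE-Glo luminescence was read; sodium butyrate at 4.5 mM final served as control.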
# HTT ATP protect – Huntington cell model cytoprotection by ATP luminescence | Potency, µM (titrated, usually from 56.4 µM), without a hit: cytoprotection (ATP increase), actives largely listed as activators | PC12 HTT-Q103 induced, cytoprotection, ATP luminescence, 40 h | hit rate 0.14% among 230,000;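 further: potency means the concentration at half of the fitted maximal effect; % of control where 0% means no effect; nearly all actives have a fitted effect of over 45% in size; toxic huntingtin expression switched on by the ecdysone agonist tebufenozide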
#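 PC12 cells stably carrying ecdysone-inducible Htt exon 1 (Q103)–GFP were induced with 100 nM tebufenozide (final) alongside library compounds in a dose series. Cytoprotection was scored as retained ATP by ATPlite luminescence.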
# IMPase Li inh – membrane-permeable IMPase blocker, potentiated with lithium | hit rate 0.35% among 210,000 | CHO-M1 cells, IP1 TR-FRET (IP-One), carbachol + lithium | Potency, µM (top dose mostly 59.4 µM), for the others: at the top dose activity, negative = IMPase inhibition, hits mostly inhibitors;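 further: IP1 builds up when IMPase is blocked and the TR-FRET signal falls; potency means the concentration at half of the fitted maximal effect; plate controls were basal vehicle for no effect and high inhibitor control for full effect; nearly all actives have a fitted effect of over 50% in size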
#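 IP1 accumulation measured by competitive TR-FRET in lysed CHO-M1 cells after 30 min compound exposure at 37C, with a small lithium addition to potentiate weak responses. Hill-equation AC50 from ratio and donor-channel data.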
# Lamin A splicing – modulators of lamin A splicing. HeLa LMNA splicing GFP/RFP minigene ratio, 48 h. Potency, µM (highest dose often 46.1 µM), inactives show at the top dose ratio change, negative = inhibition, actives largely listed as inhibitors. hit rate 0.01% among 200,000. AID 1487; active means well fitted inhibition curve with a large enough effect in the signal ratio, with a control signal flat, not every such curve was filed as active; inconclusive means small, poorly fitted or top-dose-only effect, or effect the other way, or a change in a side signal; the % refers to the signal ratio; further: potency means the concentration at half of the fitted maximal effect; on the % scale 0 is the no-effect control and ±100 the full control effect
#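 S3 HeLa cells stably expressing lamin A-EGFP splicing minigene plus DsRed2, 600 cells/well, 48 h compound exposure at 37C. Laser-scanning cytometry; analysed as GFP (500-530 nm)/RFP (575-640 nm) total intensity ratio; 0.5% DMSO vehicle.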
# HTT aggregate – mutant huntingtin aggregation inhibition | PC12 HttQ103-GFP aggregates, Acumen cytometry, 40 h | Potency, µM (titrated, usually from 46.1 µM), inactives show top-dose activity change, negative = inhibition, actives largely listed as inhibitors | hit rate 1.1% among 220,000 | AID 1688; further: potency means the concentration at half of the fitted maximal effect; on the % scale 0 is the no-effect control and ±100 the full control effect; nearly all actives have a fitted effect of over 60% in size
#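 PC12 cells with ecdysone-inducible HTT exon1 Q103-GFP, induced by 100 nM tebufenozide, given compounds in a concentration series. GFP aggregates (1–25 um, 6 SD above background) counted in lysates by laser-scanning cytometry, 488 nm excitation.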
# Luc counter – blocks Kinase-Glo luciferase, a counter-screen artifact; Q27757; Kinase-Glo luciferase, ATP luminescence, 8 min; Potency, µM (highest dose often 38.3 µM), for the others: at the top dose activity change, negative = inhibition, hits mostly inhibitors; hit rate 0.28% among 200,000; further: potency means the concentration at half of the fitted maximal effect; on the % scale 0 is the no-effect control and ±100 the full control effect; nearly all actives have a fitted effect of over 60% in size
#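 Recombinant Kinase-Glo luciferase, 10 uM ATP (linear range), luciferin; imidazole pH 7.2 / KCl / MgCl2 / Tween / BSA buffer; 8 min RT; luminescence.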
# CBFb RUNX1 block – blocks binding between human CBF-beta and RUNX1. 230,000 tested, under 10 active. AlphaScreen CBFb-His/RUNX1-biotin binding, biochemical. Q01196+Q13951. Potency, µM (top dose mostly 59.8 µM), inactives show at the highest dose activity, negative = inhibition, actives largely listed as inhibitors. AID 1477; further: % of control where 0% means no effect
# Target sequence (Q01196 whole entry, looked up): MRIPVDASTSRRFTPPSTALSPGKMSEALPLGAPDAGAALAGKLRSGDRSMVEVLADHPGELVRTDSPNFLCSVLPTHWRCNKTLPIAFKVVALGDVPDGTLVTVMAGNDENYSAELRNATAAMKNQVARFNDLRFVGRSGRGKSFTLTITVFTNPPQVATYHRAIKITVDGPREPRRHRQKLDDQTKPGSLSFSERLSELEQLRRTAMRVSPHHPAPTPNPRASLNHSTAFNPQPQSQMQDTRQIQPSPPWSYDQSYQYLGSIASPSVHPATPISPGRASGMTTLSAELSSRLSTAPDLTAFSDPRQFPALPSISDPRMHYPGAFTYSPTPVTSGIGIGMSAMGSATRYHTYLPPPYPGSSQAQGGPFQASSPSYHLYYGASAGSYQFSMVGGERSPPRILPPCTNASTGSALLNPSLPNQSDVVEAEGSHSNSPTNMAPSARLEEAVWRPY
# Target sequence (Q13951 whole entry, looked up): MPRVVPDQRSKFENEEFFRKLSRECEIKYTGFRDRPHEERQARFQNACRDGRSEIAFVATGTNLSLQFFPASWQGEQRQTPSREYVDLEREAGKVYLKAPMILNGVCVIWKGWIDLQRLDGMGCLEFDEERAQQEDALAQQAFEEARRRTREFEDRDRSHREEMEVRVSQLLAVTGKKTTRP
#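 Read-out: AlphaScreen. Format: His-CBF-beta with biotinylated RUNX1 (30 nM each) preincubated 20 min, compound 15 min, Ni-chelate plus streptavidin beads 90 min; room temperature throughout.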
# Numbers without * were called inactive; u = inconclusive; x = not tested or not shown; [ ] = remark or other dose. Unless noted, the call rests on the fitted dose curve; in most records, active means well fitted curve in the direction sought with a large enough effect; inconclusive means small, poorly fitted or top-dose-only effect, or another doubt; inactive means no such curve, though single readings can be large; an effect the other way counts as inactive or inconclusive.
Compound,CBFb RUNX1 block,SMN2 splice up,HTT ATP protect,Lamin A splicing,IMPase Li inh,Luc counter,HTT aggregate
N#C/C(=C(/O)COC(=O)CCc1ccc(S(=O)(=O)N2CCOCC2)cc1)c1nc2ccccc2[nH]1,-14%,u,-26%[0.074 µM],u,-22%[38.3 µM],0%,8%
Cc1cccc(C)c1NC(=O)C(c1ccc([N+](=O)[O-])cc1)N(C)C(=O)c1ccccn1 (stereo not given),u,-11%,-20%[10 µM],u,-14%,4%,-14%
Cc1ccc(F)c(NC(=O)C2CCCCC2C(=O)O)c1 (stereo not given),-4%,-4%,-19%,0%,15%[38.3 µM],-3%,21%
CCN(CC)C(=O)Cn1cc(C(=O)C(=O)NCc2cccs2)c2ccccc21,3%,-24%,-56%[inhibitor],x,u,2%,-9%
Cc1ccc2[nH]c(=O)c(CN(Cc3cccnc3)Cc3nnnn3CC3CCCO3)cc2c1 (stereo not given),10%,x,-4%[10 µM],x,x,x,10%[9.22 µM]
CCOC(=O)C(C)Oc1nc(Oc2ccccc2)nc(N(C)C)n1 (stereo not given),11%,u,4%,4%,15%[38.3 µM],-1%,-1%
CN(C)CC(C)(C)CNS(=O)(=O)c1ccc(Cl)cc1,5%,-25%,-56%[inhibitor],7%[9.22 µM],11%,0%,-20%
CCc1ccc(/C=C2/C(=O)N(CC)C(=S)N2C)s1,-3%,3%,x,-1%,13%,0%,-14%
CC1Cc2ccccc2N1C(=O)CSc1nnc(-c2ccc(S(=O)(=O)N3CCCC3)cc2)o1 (stereo not given),6%,2%,-18%,3%,14%[38.3 µM],-5%,2%
COc1ccc([N+](=O)[O-])cc1N(CC(=O)NCCSc1ccccc1)S(C)(=O)=O,2%,x,8%[10 µM],7%[46 µM],1%,-5%,1%[9.22 µM]
CCOc1cccc(NC(=O)C2CC(=O)N(C)C(=Nc3cccc(F)c3)S2)c1 (stereo not given),5%,-26%,-27%,2%,4%[38.3 µM],6%,-8%
COCCn1c(=O)c(-c2cc(F)cc(F)c2)nc2cnc(N3CCOCC3)nc21,x,x,-12%,-10%,1%,x,x
CSc1ccc(C(=O)C2CCCN(C(=O)c3ccsc3)C2)cc1 (stereo not given),9%,-20%,22%[10 µM],x,-4%,-5%,14%[9.22 µM]
O=C(NN=C1CCCC1)C(=O)Nc1cccc(C(F)(F)F)c1,5%,-7%,-8%,-6%,3%[38.3 µM],2%,-5%
COc1cccc(N(C(=O)c2ccco2)C(C(=O)NC2CCCC2)c2cccnc2)c1 (stereo not given),4%,-28%,-10%[10 µM],11%,2%[38.3 µM],-3%,9%
Cc1sc(NC(=O)CSc2nnc(-c3ccccc3)o2)c(C#N)c1C,-4%,-9%,-29%,u,0%[38.3 µM],-1%,-8%
O=c1/c(=C\c2ccc(O)cc2)sc2n1C(c1ccccc1)C(c1ccccc1)=NN=2 (stereo not given),-12%,-13%,-61%[inhibitor],-1%,0%[38.3 µM],-3%,-30%
O=C(Nc1cccc(-c2ccccc2)c1)N1CCN(C(=O)Nc2cccc(-c3ccccc3)c2)CC1,11%,x,3%[10 µM],x,x,x,4%[9.22 µM]
Cc1ccc(C)c(N(C(=O)CCC(=O)Nc2cc(C)on2)C(C(=O)NC2CCCC2)c2ccco2)c1 (stereo not given),2%,-7%,1%,u,1%[38.3 µM],2%,7%
Nc1cc(-c2ccc(Cl)cc2)nn1S(=O)(=O)c1cccc2nsnc12,u,-36%,-29%,-22%,13%[38.3 µM],-6%,u
CCOC(=O)CCc1c(C)c(C#N)c2nc3ccccc3n2c1-n1cnc2ccccc21,1%,-3%,3%,12%,9%[38.3 µM],-1%,-8%
Nc1nnc(CSc2ccc(Cl)cc2)s1,-2%,-35%[inhibitor],-137%[inhibitor],-26%,u,-2%,7%
Cc1ccc2nc(NC(=O)c3cccs3)sc2c1,3%,2.5µM*,-75%[inhibitor],3%,-14%[38.3 µM],-21%,-20%
CCOc1cc(/C=N/O)ccc1OCc1ccc(F)cc1,-3%,6%,8%[10 µM],u,6%,-2%,-7%

# A few values from the results shown.
# IMPase Li inh, `Cc1ccc(C)c(N(C(=O)CCC(=O)Nc2cc(C)on2)C(C(=O)NC2CCCC2)c2ccco2)c1` (stereo not given) reads 1%[38.3 µM]
# IMPase Li inh, `CCOc1cc(/C=N/O)ccc1OCc1ccc(F)cc1` reads 6%

# Later entries
Compound,CBFb RUNX1 block,SMN2 splice up,HTT ATP protect,Lamin A splicing,IMPase Li inh,Luc counter,HTT aggregate
CC(Oc1ccc(Cl)cc1)C(=O)NNC(=S)NC(=O)c1ccco1 (stereo not given),-27%,-56%[inhibitor],x,u,8%,1%,u
CN(C)S(=O)(=O)c1cc(NC(=O)[C@H](Cc2ccccc2)N2C(=O)c3ccccc3C2=O)ccc1Cl,2%,3%,-3%[10 µM],-5%,4%,2%,-13%
COC(=O)c1ccc(Nc2cc(C)nc3ncnn23)cc1,2%,x,19%[10 µM],-8%,x,x,9%
O=C(/C=C/c1cccs1)N1CCCCC1,4%,18µM*,-57%,-3%[46 µM],8%,-15%,-17%[9.22 µM]
Cc1ccc(S(=O)(=O)c2nc(S(C)(=O)=O)sc2NCc2ccc3c(c2)OCO3)cc1,-6%,-6%,-1%[10 µM],u,-2%,1%,-2%
Cc1ccc2cc(CCNC(=O)C(C)C)c(=O)[nH]c2c1,8%,3%,34%[10 µM],1%,-2%[38.3 µM],2%,-18%
COc1cc(/C=C/c2noc(-c3ccccc3O)n2)cc(OC)c1OC,9%,13%,-6%[0.074 µM],-1%,-4%,-1%,4%
Cn1c(SCc2ccccc2[N+](=O)[O-])nnc1-c1cccnc1,-15%,33%,-15%,0%[46 µM],0%,-2%,4%
CC1(C)NC(=O)N(CCCCOc2ccc3ccccc3c2Cl)C1=O,-16%,-12%,7%,u,32%[activator][38.3 µM],-4%,-57%
Cn1cc(-c2nc3cnc(Oc4ccccc4)nc3n(Cc3cccs3)c2=O)c2ccccc21,x,x,-7%,u,1%,x,x
CCc1nnc(NC(=O)CSc2nc(-c3ccccc3)cc(-c3ccc(OC)cc3)c2C#N)s1,u,-2%,22%[10 µM],-1%,-24%,-2%,3%
COc1ccc(OCC(O)CNC(=O)Nc2ccc(Cl)cc2)cc1 (stereo not given),0%,8%,30%[10 µM],-10%,-1%,3%,9%
COc1cccc2c1C(=O)c1c(O)c3c(c(O)c1C2=O)C[C@@](O)(C(=O)CO)C[C@@H]3OC1C[C@@H](N)[C@H](O)[C@H](C)O1 (stereo not given in full),-25%,x,-183%[inhibitor],x,17%,-13%[39.9 µM],x
CN(CC(O)COc1ccc(S(=O)(=O)N2CCOCC2)cc1Cl)C1CCCCC1 (stereo not given),-1%,x,-7%[10 µM],x,x,x,-4%[9.22 µM]
Cc1ccccc1C(=O)OC(C)CN1CCN(C)CC1 (stereo not given),7%,-23%,8%,17%[46 µM],18%,1%,14%
N#Cc1nc(-c2cccs2)oc1NCCN1CCOCC1,-4%,-4%,-60%,3%,-24%[38.3 µM],-4%,2%
Cc1cc(/C=C2\C(=N)N3N=C(c4ccco4)SC3=NC2=O)c(C)n1Cc1ccccc1,u,x,5%[10 µM],x,x,x,-15%[9.22 µM]
COC(=O)c1cc(NC(=O)Cn2c(=O)cnc3ccccc32)cc(C(=O)OC)c1,7%,-4%,2%,1%,-7%[38.3 µM],13%,16%
CC(C)C(c1nnnn1C1CCCC1)N1CCCCC1 (stereo not given),22%,-7%,14%,12%,30%[38.3 µM],0%,6%
O=C1CSc2ccc(C(=O)NCC(c3ccco3)N3CCCCC3)cc2N1 (stereo not given),1%,-2%,-35%[inhibitor],7%[46 µM],7%,1%,4%
CCCCOCCCNC(=O)c1ccc(OCC)cc1,2%,-11%,12%,7%,-4%[38.3 µM],14%,-13%
CCCCNC(=O)CS(=O)Cc1nc(-c2ccc(C)cc2)oc1C (stereo not given),24%,14%,-8%,-1%,-6%[38.3 µM],-6%,-4%
CCCn1nc(NC(=O)c2cccs2)c2cc3cccc(C)c3nc21,u,x,-2%[10 µM],x,x,x,2%[9.22 µM]
O=C(CSc1nnc(COc2ccccc2)n1Cc1ccco1)c1ccc(F)cc1,10%,u,-25%,u,8%[38.3 µM],-1%,u
O=C(CO/N=C/c1ccccc1O)NNC(=O)c1ccccc1Cl,0%,-14%,-14%[1.9 µM],-3%,4%,-8%,-11%

# Compound profiles, as listed above:
# CN(CC(O)COc1ccc(S(=O)(=O)N2CCOCC2)cc1Cl)C1CCCCC1 (stereo not given) is listed with CBFb RUNX1 block: -1%; SMN2 splice up: x; HTT ATP protect: -7%[10 µM]; Lamin A splicing: x; IMPase Li inh: x; Luc counter: x; HTT aggregate: -4%[9.22 µM]
# COc1cc(/C=C/c2noc(-c3ccccc3O)n2)cc(OC)c1OC is listed with CBFb RUNX1 block: 9%; SMN2 splice up: 13%; HTT ATP protect: -6%[0.074 µM]; Lamin A splicing: -1%; IMPase Li inh: -4%; Luc counter: -1%; HTT aggregate: 4%

# Printed as active in SMN2 splice up, among the entries above:
canonical_smiles | CBFb RUNX1 block | SMN2 splice up | Lamin A splicing | IMPase Li inh | HTT aggregate
Cc1ccc2nc(NC(=O)c3cccs3)sc2c1 | 3% | 2.5µM* | 3% | -14%[38.3 µM] | -20%
O=C(/C=C/c1cccs1)N1CCCCC1 | 4% | 18µM* | -3%[46 µM] | 8% | -17%[9.22 µM]
